Pol beta inh = blocks human DNA polymerase beta activity; Pol beta primer extension/strand displacement, fluorescence kinetic; Potency, µM (top dose mostly 114 µM), for the others: at the top dose activity change, negative = inhibition, most hits filed as inhibitors; 340,000 tested, 1.3% active; AID 485314; also: potency is read from the fitted curve at half-maximal effect; % is scaled to controls: 0 for no effect and ±100 for the full control effect
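Pol beta (10 nM) and compounds were preincubated 15 min at room temperature, then 50 nM substrate (final) started primer extension/strand displacement. Reads were taken at 0 and 10 min; concentration-response data were fitted to a four-parameter Hill equation.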
RGS4 inh = blocks human RGS4-accelerated GTP hydrolysis; P49798; Transcreener GDP fluorescence polarization, RGS4-accelerated GTP hydrolysis; Potency, µM (highest dose often 114 µM), for inactives: top-dose activity change, negative = inhibition, most hits filed as inhibitors; 390,000 tested, 0.039% active; also: potency is read from the fitted curve at half-maximal effect; % is scaled to controls: 0 for no effect and ±100 for the full control effect; nearly all actives have a fitted effect of over 75% in size; some results filed as inactive show a strong effect at the top dose
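MLSMR compounds (23 nl, pin-transferred) preincubated 10 min at room temperature with a 500nM (2x) first reagent, then RGS4 at 900nM (2x) plus Transcreener GDP mix added; fluorescence polarization (620/688 nm) read before and after 90 min at 30 °C.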
LDHA inh = LDHA (human) enzyme inhibition | P00338 | activity change, % (values are at about 110 or 230 µM) | 480,000 tested, 0.15% active | AID 1347041 | purified LDHA, NADH/diaphorase-resazurin fluorescence; active compounds read low; in the data active = activity change below about -30%; inconclusive = mostly about -25% to -30%;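 also: plate controls were DMSO wells for no effect and wells without enzyme for full effect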
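Remaining NADH was detected by diaphorase (0.133 mg/mL) converting 37 µM resazurin to fluorescent resorufin, read at 0 and 20 minutes. The preceding 5-minute room-temperature reaction used 2 nM LDHA, 0.2 mM sodium pyruvate and 0.06 mM NADH at pH 7.4.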
Anesthetic bind = candidate novel general anesthetic via apoferritin binding; Potency, µM (series often up to 77.5 µM), inactives show at the top dose activity change, negative = displacement, most hits filed as inhibitors; AID 485281; P02791; 350,000 tested, 0.074% active; apoferritin/1-aminoanthracene competitive binding, fluorescence; also: potency is read from the fitted curve at half-maximal effect; % is scaled to controls: 0 for no effect and ±100 for the full control effect; nearly all actives have a fitted effect of over 20% in size
Target sequence (P02791 2-175 limits assumed): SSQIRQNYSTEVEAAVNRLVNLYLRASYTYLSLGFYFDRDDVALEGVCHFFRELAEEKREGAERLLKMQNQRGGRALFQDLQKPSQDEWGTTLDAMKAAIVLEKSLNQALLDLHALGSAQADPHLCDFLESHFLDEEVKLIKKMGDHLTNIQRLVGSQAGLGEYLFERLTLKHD
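Horse-spleen apoferritin (10 uM) in 50% saturated 1-aminoanthracene in PBS was incubated 10 min at room temperature with compound. Fluorescence (ex 380, em 535 nm) was normalized to free and bound 1-AMA, with concentration-response fitted by a four-parameter Hill equation.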
APE1 inh = blocks human APE1 abasic DNA cleavage. P27695. recombinant APE1, TAMRA/BHQ-2 abasic DNA cleavage fluorescence. Potency, µM (doses to about 65.8 µM), for the others: top-dose activity change, negative = inhibition, actives largely listed as inhibitors. 350,000 tested, 0.35% active;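 also: potency is read from the fitted curve at half-maximal effect; plate controls were vehicle for no effect and reference inhibitor for full effect; nearly all actives have a fitted effect of over 55% in size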
Target sequence (P27695 whole entry, looked up): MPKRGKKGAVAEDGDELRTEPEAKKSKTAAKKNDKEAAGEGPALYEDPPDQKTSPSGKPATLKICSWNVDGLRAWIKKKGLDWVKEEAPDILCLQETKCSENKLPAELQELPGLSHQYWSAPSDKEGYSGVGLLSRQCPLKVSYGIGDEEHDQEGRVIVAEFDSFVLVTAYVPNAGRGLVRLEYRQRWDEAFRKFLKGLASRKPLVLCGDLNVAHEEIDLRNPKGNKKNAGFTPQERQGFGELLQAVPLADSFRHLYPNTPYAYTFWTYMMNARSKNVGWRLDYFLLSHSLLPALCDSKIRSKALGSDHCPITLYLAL
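Step 1: APE1 (0.75 nM) with compound, 15 min RT. Step 2: add 50 nM fluorophore/quencher THF duplex. Step 3: three fluorescence reads 60 s apart (525/598 nm); read 3 minus read 1 = reaction progress.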
Pol kappa inh = DNA polymerase kappa (human) inhibition; Potency, µM (top dose mostly 107 µM), for inactives: top-dose activity, negative = inhibition, most hits filed as inhibitors; purified Pol kappa, fluorescent DNA synthesis assay, 10 min; AID 588579; 400,000 tested, 0.53% active; Q9UBT6; also: potency is read from the fitted curve at half-maximal effect; % is scaled to controls: 0 for no effect and ±100 for the full control effect
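Pol kappa 10 nM + cpd, 15 min RT; start w/ substrate 50 nM final; fluorescence kinetic read, 0 and 10 min. Neg ctrl: buffer, no enzyme.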
12-LOX inh = inhibitors of human 12S-lipoxygenase ALOX12; P18054; purified 12hLO, xylenol orange hydroperoxide absorbance; Potency, µM (doses to about 108 µM), for inactives: at the top dose activity change, negative = inhibition, actives largely listed as inhibitors; 580,000 tested, 1.1% active; AID 1671190; also: potency is read from the fitted curve at half-maximal effect; % is scaled to controls: 0 for no effect and ±100 for the full control effect
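Purified human 12hLO at 150 nM in 25 mM Hepes, 0.01% Triton X-100, pH 7.0, preincubated 15 min at room temperature with compound. Reaction started with 40 uM arachidonic acid, 30 min at room temperature. Hydroperoxide measured by Fe-xylenol orange, 573/405 nm absorbance ratio.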
POLH inh = blocks human DNA polymerase eta activity; AID 588591; recombinant Pol eta, fluorescent DNA replication assay; Q9Y253; Potency, µM (highest dose often 114 µM), without a hit: top-dose activity change, negative = inhibition, usual class: inhibitors; 390,000 tested, 1.2% active; also: potency is read from the fitted curve at half-maximal effect; % is scaled to controls: 0 for no effect and ±100 for the full control effect
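Pol eta at 10 nM preincubated with compounds 15 min at room temperature; reaction started with fluorescent substrate (50 nM final) and read kinetically at 0 and 10 min.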
ERG Ets-DNA blk = blocks human ERG Ets domain binding to DNA. P11308. fluorescence polarization, His-ERG Ets domain / labelled DNA. Potency, µM (highest dose often 76.9 µM), for the others: top-dose FP activity, negative = inhibition, usual class: inhibitors. 370,000 tested, 0.028% active; active = well fitted inhibition curve with a large enough effect in the polarisation, with a control signal flat; inconclusive = small, poorly fitted or top-dose-only effect, or effect the other way, or a change in a side signal; inactive = no such curve, though single readings can be large or run the other way; the % refers to the polarisation;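 also: polarization taken with two DNA probes labelled with fluorescein and Texas red; potency is read from the fitted curve at half-maximal effect; % of control where 0% means no effect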
Target sequence (P11308 whole entry, looked up, the tested form may be a part): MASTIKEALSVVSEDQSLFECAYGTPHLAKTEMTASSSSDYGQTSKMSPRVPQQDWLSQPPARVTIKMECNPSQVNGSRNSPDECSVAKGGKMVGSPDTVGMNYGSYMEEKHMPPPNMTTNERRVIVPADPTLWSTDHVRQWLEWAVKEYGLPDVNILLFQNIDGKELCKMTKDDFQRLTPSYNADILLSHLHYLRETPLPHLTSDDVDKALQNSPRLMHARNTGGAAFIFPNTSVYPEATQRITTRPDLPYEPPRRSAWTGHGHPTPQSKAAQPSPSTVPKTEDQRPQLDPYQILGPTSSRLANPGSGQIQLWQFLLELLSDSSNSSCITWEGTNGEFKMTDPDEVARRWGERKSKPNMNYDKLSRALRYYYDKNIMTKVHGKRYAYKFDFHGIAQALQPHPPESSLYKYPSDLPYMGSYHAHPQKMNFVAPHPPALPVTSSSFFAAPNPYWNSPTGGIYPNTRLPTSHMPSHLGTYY
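His-tagged ERG Ets domain (1 uM in the protein solution; 300mM KCl, 50mM Tris-HCl, 1mM EDTA, 1mM DTT, pH 7.5) received compound, then a probe mix of 5 nM fluorescein-DNA and 100nM Texas-615-DNA. Fluorescence polarization was read for both dyes.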
Starred values were filed as active, the others as inactive; [ ] = another dose, or the depositor's remark. Unless noted, calls follow the shape of the dose curve; as a rule, active = well fitted curve in the direction sought with a large enough effect; inconclusive = small, poorly fitted or top-dose-only effect, or another doubt; inactive = no such curve, though single readings can be large; an effect the other way counts as inactive or inconclusive. Some of the compounds tested; the hit share may differ from the screen's.

Screening CCOC(=O)/C=C1\Nc2ccccc2SC1=O returned Pol beta inh 4%, RGS4 inh -17%, LDHA inh -2, Anesthetic bind -9%, APE1 inh 11%, Pol kappa inh 0%, 12-LOX inh -12%, POLH inh 6% and ERG Ets-DNA blk 2%.
COCCN=C1NN=C(c2cc(C)n(CC3CCCO3)c2C)CS1 (centres undefined) was read as Pol beta inh 1%, RGS4 inh -34%, LDHA inh 3, Anesthetic bind inconclusive, APE1 inh 8%, Pol kappa inh -15%, 12-LOX inh -13%, POLH inh -12% and ERG Ets-DNA blk 7%.
`COc1ccc(CC(=O)NNC(=O)COc2ccc(Cl)cc2C)cc1S(=O)(=O)N1CCOCC1` gave RGS4 inh 17%, LDHA inh -7, APE1 inh 39%, Pol kappa inh -8%, 12-LOX inh 5% and POLH inh -20%.
For S=C(NCc1ccc(Cl)cc1)NN1CCOCC1 the results were Pol beta inh -8%, RGS4 inh -3%, LDHA inh -5, Anesthetic bind -3%, APE1 inh 1%, Pol kappa inh 1%, 12-LOX inh inconclusive, POLH inh -25% and ERG Ets-DNA blk -6%.
`Cc1c(C2Nc3ccccc3NC3=C2C(=O)CC(C)(C)C3)cnn1C` (centres undefined) gave Pol beta inh 29%, RGS4 inh -5%, LDHA inh 4, Anesthetic bind 82%[activator], APE1 inh 1%, Pol kappa inh -6%, 12-LOX inh -23%, POLH inh 7% and ERG Ets-DNA blk -25%.
For CCOC(=O)c1sc(NC(=S)NC(=O)c2cccc(Cl)c2)c(C(=O)OCC)c1C the results were Pol beta inh 9%, RGS4 inh 20%, LDHA inh -8, Anesthetic bind 0%, APE1 inh 16%, Pol kappa inh -4%, POLH inh 8% and ERG Ets-DNA blk -4%.
Screening O=C1N(c2ccccc2C(F)(F)F)O[C@@]1(c1ccccc1)C1CCCCC1 returned RGS4 inh 0%, LDHA inh 2, APE1 inh -10%, Pol kappa inh -2%, 12-LOX inh -2%, POLH inh -24% and ERG Ets-DNA blk 6%.
For Cc1c(C=O)c(=O)n(-c2ccccc2)n1C the results were Pol beta inh 4%, RGS4 inh 5%[11.4 µM], LDHA inh -1, Anesthetic bind -4%, APE1 inh 10%, Pol kappa inh 4%[60.1 µM], 12-LOX inh 3%, POLH inh -22% and ERG Ets-DNA blk 12%.
Screening Cc1ccc2[nH]c3c(NCCCN4CCCC4=O)ncnc3c2c1 returned Pol beta inh -11%, RGS4 inh -34%, LDHA inh -1, Anesthetic bind -7%, APE1 inh -4%, Pol kappa inh -9%, 12-LOX inh 4%, POLH inh -17% and ERG Ets-DNA blk -2%.
C=CCN1CCN(C(c2cc(OC)ccc2OC)c2nnnn2CC2CCCO2)CC1 (centres undefined) was read as Pol beta inh 3%, RGS4 inh -12%[11.4 µM], LDHA inh 5, Anesthetic bind -23%, APE1 inh 0%, Pol kappa inh -7%, 12-LOX inh -7%, POLH inh -23% and ERG Ets-DNA blk -8%.
`O=C(N/N=C/C1CC=CCC1)c1ccc(O)cc1O` (centres undefined) gave Pol beta inh 2%, RGS4 inh 5%, LDHA inh 4, Anesthetic bind -4%, APE1 inh -5%, Pol kappa inh -8%, 12-LOX inh -17%, POLH inh -16% and ERG Ets-DNA blk -18%.
For O=c1[nH]c(=O)n(CCc2ccc(F)cc2)c(O)c1C=NCc1ccc2c(c1)OCO2 the results were Pol beta inh -2%, RGS4 inh 15%, LDHA inh -7, Anesthetic bind -6%, APE1 inh 1%, Pol kappa inh -11%, 12-LOX inh -2%, POLH inh -3% and ERG Ets-DNA blk 0%.
`O=C(CCn1c(=S)[nH]c2ccccc2c1=O)N1CCOCC1` gave Pol beta inh -11%, RGS4 inh -8%, LDHA inh -3, Anesthetic bind 2%, APE1 inh -1%, Pol kappa inh 4%, 12-LOX inh -22%, POLH inh -17% and ERG Ets-DNA blk 12%.
CC(=O)OCC(=O)C1(O)CCC2C3CCC4=CC(=O)C=CC4(C)C3C(=O)CC21C (centres undefined) was read as RGS4 inh 17%, LDHA inh -14, Pol kappa inh -4%, 12-LOX inh 8%, POLH inh -10% and ERG Ets-DNA blk -4%.
For O=C1CN2C(=N1)N(Cc1ccccc1)c1ccccc12 the results were Pol beta inh 17%, RGS4 inh 9%, LDHA inh 7, Anesthetic bind 1%, APE1 inh -2%, Pol kappa inh -8%, 12-LOX inh 0%, POLH inh 3% and ERG Ets-DNA blk -1%.
Cc1cc(C(=O)Nc2nc(-c3ccccn3)cs2)ccc1[N+](=O)[O-] was read as Pol beta inh 3%, RGS4 inh -46%, LDHA inh 2, Anesthetic bind -12%, APE1 inh 0%, Pol kappa inh -14%, 12-LOX inh -17%, POLH inh -16% and ERG Ets-DNA blk 14%.
O=C(C[n+]1cnn(CC(=O)c2ccc(Cl)cc2Cl)c1)c1ccc([N+](=O)[O-])cc1 was read as Pol beta inh 0%, RGS4 inh -14%, LDHA inh -2, Anesthetic bind -11%, APE1 inh -1%, Pol kappa inh -4%, 12-LOX inh -19%, POLH inh -14% and ERG Ets-DNA blk 0%.
`Cc1ccc(C(=O)N/C(=C\c2ccco2)C(=O)NCCN2CCOCC2)cc1` gave Pol beta inh -1%, RGS4 inh 6%, LDHA inh -6, Anesthetic bind -1%, APE1 inh -5%, Pol kappa inh 7%, 12-LOX inh -5%, POLH inh -8% and ERG Ets-DNA blk 5%.
Screening O=C(Nc1cccc(S(=O)(=O)N2CCOCC2)c1)C(c1ccccc1)N1CCCCC1 (centres undefined) returned Pol beta inh 4%, RGS4 inh -7%, LDHA inh -3, Anesthetic bind -2%, APE1 inh 0%, Pol kappa inh -14%, 12-LOX inh -11%, POLH inh -12% and ERG Ets-DNA blk -3%.
Screening CC(=O)c1ccc(NC(=O)C(C)OC(=O)/C=C/c2ccco2)cc1 (centres undefined) returned RGS4 inh -13%, LDHA inh 4, APE1 inh -33%, Pol kappa inh inconclusive, 12-LOX inh -28%, POLH inh inconclusive and ERG Ets-DNA blk -2%.

Next part; it opens with the 3 that closed the last part.
`Cc1ccc(C(=O)N/C(=C\c2ccco2)C(=O)NCCN2CCOCC2)cc1` gave Pol beta inh -1%, RGS4 inh 6%, LDHA inh -6, Anesthetic bind -1%, APE1 inh -5%, Pol kappa inh 7%, 12-LOX inh -5%, POLH inh -8% and ERG Ets-DNA blk 5%.
Screening O=C(Nc1cccc(S(=O)(=O)N2CCOCC2)c1)C(c1ccccc1)N1CCCCC1 (centres undefined) returned Pol beta inh 4%, RGS4 inh -7%, LDHA inh -3, Anesthetic bind -2%, APE1 inh 0%, Pol kappa inh -14%, 12-LOX inh -11%, POLH inh -12% and ERG Ets-DNA blk -3%.
Screening CC(=O)c1ccc(NC(=O)C(C)OC(=O)/C=C/c2ccco2)cc1 (centres undefined) returned RGS4 inh -13%, LDHA inh 4, APE1 inh -33%, Pol kappa inh inconclusive, 12-LOX inh -28%, POLH inh inconclusive and ERG Ets-DNA blk -2%.
Screening O=C(c1cc(=O)[nH]c2ccccc12)N1CC=C(c2ccccc2)CC1 returned RGS4 inh -16%, LDHA inh 0, APE1 inh 14%, Pol kappa inh -4%, 12-LOX inh 5%, POLH inh -11% and ERG Ets-DNA blk 0%.
For Cc1cc(C)n(-c2nc3ccccc3nc2N2CCCCCC2)n1 the results were Pol beta inh 2%, RGS4 inh -7%, LDHA inh 1, Anesthetic bind -1%, APE1 inh 5%, Pol kappa inh -2%, 12-LOX inh -14%, POLH inh -7% and ERG Ets-DNA blk -4%.
Screening CC1CC(C)CN(CCOc2cccc3ccccc23)C1 (centres undefined) returned Pol beta inh 27%, RGS4 inh 11%[56.9 µM], LDHA inh 0, Anesthetic bind 5%, APE1 inh 28%, Pol kappa inh -6%, 12-LOX inh 0%, POLH inh 5% and ERG Ets-DNA blk -1%.
O=C(Nc1ccc2oc(-c3ccccc3F)nc2c1)c1cncc(Br)c1 was read as Pol beta inh 2%, RGS4 inh -18%, LDHA inh -7, Anesthetic bind 5%, APE1 inh 12%, Pol kappa inh -18%, 12-LOX inh 27%, POLH inh 0% and ERG Ets-DNA blk 0%.
`CCOC(=O)N1CCc2c(sc3c2c(=O)n(CCc2ccccc2)c(=O)n3Cc2cc(C)ccc2C)C1` gave Pol beta inh 57%, RGS4 inh 25%, LDHA inh -15, Anesthetic bind -12%, Pol kappa inh -9%, 12-LOX inh 0%, POLH inh -12% and ERG Ets-DNA blk 2%.
Screening COc1ccc(OC)c(NC(=O)CSC2=NN3CCCC(=O)N=C3S2)c1 returned Pol beta inh -30%, RGS4 inh 22%, LDHA inh 1, Anesthetic bind -10%, APE1 inh -7%, Pol kappa inh -25%, 12-LOX inh 2%, POLH inh 1% and ERG Ets-DNA blk 4%.
Screening N#C/C(=N\O)c1nc2ccccc2s1 returned Pol beta inh -1%, RGS4 inh -2%, LDHA inh -4, Anesthetic bind -3%, APE1 inh -4%, Pol kappa inh 9%, 12-LOX inh 1%, POLH inh -8% and ERG Ets-DNA blk 2%.

Compound activity from PubChem BioAssay.
